Screens from PubChem BioAssay.
LYPLA1 counter: LYPLA1 inhibitors, primary screen, counter-screen for PME1 inhibitor project, biochemical, fluorescence polarization, FP-Rh probe ABPP; Acyl-protein thioesterase 1 (Homo sapiens), O75608; recombinant LYPLA1; inhibition, % at 5.9 µM; actives 0.16% (n = 320,000); AID 2174, 2009;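 active = inhibition above the mean of all tested compounds plus 3 SD, set per campaign, cut at about 14% in these data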;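 note: inhibitors block serine hydrolase probe labeling of LYPLA1 so polarization falls; 0% = enzyme with DMSO and 100% = wells lacking LYPLA1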
Target sequence (O75608 whole entry, looked up): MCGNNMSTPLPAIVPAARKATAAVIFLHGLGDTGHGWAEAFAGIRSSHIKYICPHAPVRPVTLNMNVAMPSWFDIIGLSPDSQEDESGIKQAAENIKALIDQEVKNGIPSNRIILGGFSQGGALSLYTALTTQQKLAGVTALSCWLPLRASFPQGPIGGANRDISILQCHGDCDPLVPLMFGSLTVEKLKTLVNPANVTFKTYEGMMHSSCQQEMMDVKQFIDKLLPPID
pPAFAH FP inh: pPAFAH enzyme inhibitors, primary screen, biochemical, fluorescence polarization, human | recombinant pPAFAH, FP-rhodamine probe fluorescence polarization | inhibition, % at 3.39 µM | actives 1.5% (n = 330,000) | AID 463082, 2010;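 active = inhibition above the mean inhibition across the screen plus 3 SD, cut at about 25% in these data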;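 note: inhibitors block binding of the rhodamine activity-based probe so polarization drops; 0% = enzyme with DMSO and 100% = wells lacking pPAFAH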
Target sequence (Q13093 whole entry, looked up): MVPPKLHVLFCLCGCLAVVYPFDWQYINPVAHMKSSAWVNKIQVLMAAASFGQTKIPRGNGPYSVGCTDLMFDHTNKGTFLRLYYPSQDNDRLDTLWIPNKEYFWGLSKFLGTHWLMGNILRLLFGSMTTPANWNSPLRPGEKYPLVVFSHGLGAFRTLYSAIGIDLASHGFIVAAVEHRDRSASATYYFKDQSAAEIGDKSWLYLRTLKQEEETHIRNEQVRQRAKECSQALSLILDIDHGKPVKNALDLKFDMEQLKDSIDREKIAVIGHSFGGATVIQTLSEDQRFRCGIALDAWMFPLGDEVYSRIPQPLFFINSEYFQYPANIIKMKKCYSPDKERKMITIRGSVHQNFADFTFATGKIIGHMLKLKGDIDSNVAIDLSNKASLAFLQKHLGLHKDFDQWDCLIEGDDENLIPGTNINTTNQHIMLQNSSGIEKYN
PAFAH1B2 FP inh: PAFAH1B2 enzyme inhibitors, primary screen, biochemical, fluorescence polarization, human; actives 1.2% (n = 340,000); recombinant PAFAH1B2, FP-rhodamine activity probe; Platelet-activating factor acetylhydrolase IB subunit alpha2 (Homo sapiens), P68402; inhibition, % at 3.39 µM;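 active = inhibition above the mean of all tested compounds plus 3 SD, cut at about 24% in these data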;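 note: 0% = enzyme with DMSO and 100% = wells lacking PAFAH1B2; many of its hits are not listed in these tables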
PAFAH1B3 FP inh: PAFAH1B3 enzyme inhibitors, primary screen, biochemical, fluorescence polarization, human | recombinant PAFAH1B3, FP-rhodamine probe | actives 0.28% (n = 340,000) | AID 492972, 2010 | inhibition, % at 3.39 µM | Platelet-activating factor acetylhydrolase IB subunit alpha1 (Homo sapiens), Q15102;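 active = inhibition above the screen-wide average of all tested compounds plus 3 SD, cut at about 25% in these data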;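 note: 0% = enzyme with DMSO only and 100% = wells lacking PAFAH1B3 protein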
GSTO1 inh: inhibitors of recombinant GSTO1, primary screen, counter-screen for RBBP9 inhibitor project, biochemical, fluorescence polarization | Glutathione S-transferase omega-1 (Homo sapiens), P78417 | activity-based probe fluorescence polarization | inhibition, % at 5.96 µM | actives 1.1% (n = 300,000);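 active = inhibition above the campaign mean inhibition plus 3 SD, cut at about 35% in these data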;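 note: 0% = GSTO1-1 with DMSO and 100% = wells lacking GSTO1-1 enzyme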
PAD4 inh: human PAD4 inhibitors, primary screen, biochemical, fluorescence polarization, 1536-well format | recombinant PAD4, RCA probe fluorescence polarization | actives 0.41% (n = 330,000) | inhibition, % at 6.36 µM | AID 485272, 2010 | Protein-arginine deiminase type-4 (Homo sapiens), Q9UM07;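 active = percent inhibition above a cutoff equal to the mean of all tested compounds plus 3 SD, cut at about 15% in these data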;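 note: 0% = PAD4 with RCA probe and DMSO and 100% = probe without PAD4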
PME-1 inh: PME-1 inhibitors via competitive probe labeling, primary screen, biochemical, fluorescence polarization, FP-Rh probe, HTS. recombinant PME-1. actives 0.53% (n = 320,000). inhibition, % at 5.9 µM;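 active = inhibition above the campaign mean of all compounds plus 3 SD, cut at about 26% in these data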;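 note: competitive labeling of PME-1 active site by serine hydrolase directed probe; 0% = PME-1 with DMSO and 100% = wells lacking PME-1 enzyme; inhibitors block probe labeling so polarization falls and inhibition rises; many of its hits are not listed in these tables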
PREPL inh: PREPL enzyme inhibitors, primary screen, biochemical, fluorescence polarization; actives 0.68% (n = 320,000); AID 2751, 2010; Prolyl endopeptidase-like (Homo sapiens), Q4J6C6; recombinant PREPL, fluorescence polarization activity-based probe; inhibition, % at 5.96 µM; in the data active = inhibition above about 43%;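 note: 0% = enzyme with DMSO and 100% = wells lacking enzyme; many of its hits are not listed in these tables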
LYPLA2 inh: LYPLA2 inhibitors, primary screen, counter-screen for PME1 inhibitor project, biochemical, fluorescence polarization, FP-Rh probe ABPP. Acyl-protein thioesterase 2 (Homo sapiens), O95372. actives 0.38% (n = 320,000). recombinant LYPLA2. AID 2177, 2009. inhibition, % at 5.9 µM;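 active = inhibition above the screen-wide mean plus 3 SD, limit set per campaign, cut at about 26% in these data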;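 note: 0% = LYPLA2 with DMSO and 100% = wells lacking LYPLA2 enzyme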
Target sequence (O95372 whole entry, looked up): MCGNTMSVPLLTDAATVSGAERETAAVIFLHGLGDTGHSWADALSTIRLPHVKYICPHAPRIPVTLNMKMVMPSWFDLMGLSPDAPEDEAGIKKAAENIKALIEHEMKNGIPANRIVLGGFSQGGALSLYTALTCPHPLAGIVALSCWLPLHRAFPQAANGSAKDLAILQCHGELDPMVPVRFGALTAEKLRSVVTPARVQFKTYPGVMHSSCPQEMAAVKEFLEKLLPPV
Starred values were filed as active, the others as inactive; x = not tested or not shown. Not all compounds are listed; rates above refer to the full screens.

No.	canonical_smiles	LYPLA1 counter	pPAFAH FP inh	PAFAH1B2 FP inh	PAFAH1B3 FP inh	GSTO1 inh	PAD4 inh	PME-1 inh	PREPL inh	LYPLA2 inh
1	C=CCn1c(SCc2c(C)noc2C)nc2sc3c(c2c1=O)CCC(C)C3 (stereo unspecified)	-1	2	-2	-3	0	0	-2	5	2
2	O=C(/C=C/c1ccccc1[N+](=O)[O-])NCc1ccc(Cl)cc1	-3	8	2	-1	-1	-5	4	5	-3
3	COC(=O)C1=C(C)N(CCc2c[nH]c3ccccc23)C(=O)C1	-5	4	5	8	5	0	3	7	-1
4	O=S(=O)(NCCc1ccccn1)c1cc(Cl)cc(Cl)c1O	-1	15	7	13	x	1	20	3	6
5	Cc1ccc(NC(=O)COc2ccccc2C(=O)NCCc2ccccc2)cc1	-12	0	0	2	-3	2	-5	-5	-12
6	CSCc1ccc(C(=O)N2CCC(N3CCC(C(=O)NC(C)C)CC3)CC2)o1	1	3	0	0	0	-5	-9	-1	2
7	COc1ccc(OCCCC(=O)Nc2ccc(S(=O)(=O)N3CCOCC3)cc2)cc1	-7	1	-5	-8	x	4	2	5	4
8	Cc1ccc(-n2c(SCc3cc(=O)n4ccsc4n3)nnc2-c2cccnc2)c(C)c1	-2	7	0	5	-4	2	-2	10	-2
9	Cc1ccc(C)c(OCCCC(C)(C)C(=O)O)c1	0	3	-3	7	7	12	-5	1	-4
10	CN(CC(=O)Nc1ccccc1F)S(=O)(=O)c1ccc2c(c1)n(C)c(=O)c(=O)n2C	0	4	3	9	5	2	0	2	-1
11	Cc1nn(Cc2ccccc2)c(C)c1NC(=O)c1cc(-c2ccco2)on1	0	-1	4	3	-1	-2	-3	15	7
12	O=c1c2ccc([N+](=O)[O-])cc2ncn1CCOc1cccc(Br)c1	0	7	3	10	-3	-4	3	27	-2
13	COc1ccc(N(CC(=O)N2CCN(c3ccccc3)CC2)S(=O)(=O)c2c(C)noc2C)cc1	0	1	4	-3	5	1	-4	-36	-8
14	COc1cc([N+](=O)[O-])ccc1NC(=O)/C=C\C(=O)O	3	2	10	5	7	-3	-1	15	10
15	CCCCNC(=S)Nc1ccc(F)cc1	-1	-5	5	6	4	3	-2	2	-3
16	COc1ccc(N2CCN(C3CCCN(Cc4ccc(F)c(F)c4)C3)CC2)cc1 (stereo unspecified)	4	3	1	12	3	2	-1	-18	11
17	Nc1nc(NC(=O)c2cccc(S(=O)(=O)N3CCCCCC3)c2)nc(-c2ccccc2)n1	-3	2	-1	0	-3	1	-16	3	-8
18	Cn1nnnc1SCC(=O)Nc1ccc(Oc2ccc(Cl)cc2)cc1	-1	7	8	4	5	1	-2	1	5
19	CC(C)(C)OC(=O)NCCCCCNC(=O)c1nc[nH]c1C(=O)NCc1ccc(CNC(=O)OC(C)(C)C)cc1	x	4	-2	-6	x	6	x	9	x
20	CCN(CC)S(=O)(=O)c1cccc(C(=O)NCC2CCCO2)c1 (stereo unspecified)	-1	4	-3	4	-2	0	-1	0	2
21	COc1ccc(CCC(=O)N2CCN(C(=O)c3ccccc3)CC2)cc1	4	0	0	2	5	2	-1	2	5
22	CCN(CC)S(=O)(=O)c1ccc(OC)c(NC(=O)C2CC(=O)N(c3ccc4c(c3)OCCO4)C2)c1 (stereo unspecified)	1	-1	3	4	-1	2	7	-7	7
23	COc1ccc(CN2C(=O)c3cccnc3C2O)cc1 (stereo unspecified)	0	-6	2	3	0	10	5	9	0
24	CCn1c(=O)n(CC)c2cc(S(=O)(=O)N3CCc4ccccc43)ccc21	0	2	-5	12	1	0	16	9	-2
25	O=C(Nc1ccc(OC(F)(F)F)cc1)N1CCN(c2ccnc3cc(Cl)ccc23)CC1	-19	-2	2	-1	-19	-1	-29	6	-31
26	CC(NC(=O)COC(=O)c1ccc(N2CCCC2=O)cc1)c1ccc(F)cc1 (stereo unspecified)	x	4	3	4	x	-4	x	8	x
27	Cc1ccc(-c2nn(-c3ccccc3)cc2C2CC(c3cccs3)=NN2C(=O)CCCC(=O)O)cc1 (stereo unspecified)	-1	40*	8	5	-6	2	-7	-12	3
28	CCCCN(CC)C(=O)Cn1nc(Cc2ccncc2)c2ccccc2c1=O	0	4	16	14	7	-5	2	-6	5
29	O=C(Nc1cccc(-n2cccn2)c1)C1CCCN(Cc2ccc(C#CCCO)cc2)C1 (stereo unspecified)	0	0	-1	6	-2	-2	2	-15	0
30	C/C(=N\Nc1ccccc1)c1cc2ccccc2oc1=O	-2	2	3	-3	8	-3	14	5	2
31	Cc1nc2ccc(NC(=O)NC(=O)c3c(Cl)cccc3Cl)cc2o1	-5	2	3	4	4	5	0	-10	-4
32	CCn1c(SCC(=O)NC2CCCCC2)nnc1C(C)NC(=O)c1ccccc1F (stereo unspecified)	0	-4	2	3	2	4	0	18	-3
33	COc1ccc(S(=O)(=O)N2CCOC2CNC(=O)C(=O)NCCCn2ccnc2)cc1OC (stereo unspecified)	4	7	-1	-5	-1	1	0	3	-2
34	CC(C)(C)OC(=O)C[C@@H]1C/C=C\C[C@@H](CC(=O)N(CCO)Cc2ccccc2)C(=O)N[C@H](C(C)(C)C)COC1=O	x	13	7	2	x	1	x	16	x
35	CC1CN(Cc2c(O)ccc3c(=O)c(-c4ccccc4)coc23)CC(C)O1 (stereo unspecified)	-1	4	-3	5	7	0	-3	8	-2
36	Cc1[nH]nc2c1C1(CCN(C(=O)OCc3ccccc3)CC1)C(C#N)=C(N)O2	1	0	2	2	12	-4	-6	3	1
37	COc1ccc(-c2csc(Nc3cccnc3)n2)cc1	3	6	3	9	9	0	2	15	-2
38	Cc1[nH]c2ccc(C(=O)OC(C)C(=O)NC3(C#N)CCCCC3)cc2c1C (stereo unspecified)	-2	5	3	0	2	-3	-1	1	-2
39	NS(=O)(=O)c1ccc(-c2cccc(/C=C3\SC(=O)NC3=O)c2)cc1	-8	-13	4	14	-26	0	-5	7	-2
40	CCCCCNC(=O)CSC1=N/C(=C\c2ccc(Cl)c(Cl)c2)C(=O)N1CC	0	-2	2	10	-15	4	-2	9	3
41	CCOC(=O)N1CCN(S(=O)(=O)c2ccc3c(c2)CC(C)N3C(=O)C2CC2)CC1 (stereo unspecified)	4	3	1	4	1	-1	-1	-1	1
42	Cc1cccc(C)c1NC(=O)NC1(C(=O)N2CCN3CCCC3C2)CCCCC1 (stereo unspecified)	4	5	4	8	6	-1	5	8	5
43	CCCc1nc2nc(C)c(NS(=O)(=O)c3ccc([N+](=O)[O-])cc3)c(=O)n2[nH]1	-1	-6	2	6	-5	-8	-3	10	-5
44	COc1cccc(-c2nnc(SCCC(=O)O)n2C)c1	0	4	5	7	5	1	1	24	-2
45	O=C(N/N=C1\CC(c2ccccc2)Oc2ccccc21)c1ccccn1 (stereo unspecified)	0	10	-1	-1	1	4	-1	-9	2
46	O=C(Nc1ccc(N2CCCCCC2)cc1)c1ccccc1Cl	0	3	4	9	-2	-1	3	12	0
47	COc1ccc(/C=N/NC(=O)c2nn(-c3ccccc3)c(=O)c3c(N)scc23)cc1	3	21	5	6	53*	11	16	21	1
48	NC(=O)c1cc(-c2ccccc2)nc(N2CCCCCC2)n1	-1	0	2	7	14	3	0	-13	0
49	Cc1ccc(C(=O)NCC(=O)OCC(=O)NC(C)c2ccccc2)s1 (stereo unspecified)	7	-6	0	4	11	-5	-9	6	6
50	Cc1cc(C(=O)NNC(=O)c2ccc(F)cc2)c(C)s1	x	8	5	-1	x	0	x	4	x

Following part:
No.	canonical_smiles	LYPLA1 counter	pPAFAH FP inh	PAFAH1B2 FP inh	PAFAH1B3 FP inh	GSTO1 inh	PAD4 inh	PME-1 inh	PREPL inh	LYPLA2 inh
51	COc1ccccc1OCCc1nnc(N)s1	-2	1	-2	1	-8	-5	-1	2	0
52	O=C(CSc1ccc(Cl)cc1Cl)N1CCC(c2nc3ccccc3s2)CC1	-2	2	-1	9	-9	4	-2	-37	2
53	CCc1ccc(C(=O)NC(C(=O)NCC2CCCO2)C(C)C)cc1 (stereo unspecified)	3	5	0	0	4	-1	5	-3	10
54	Cc1cc(C(F)F)nn1CC(=O)NC1CCCC1	-4	-1	4	-6	-5	-4	-5	-2	-2
55	COc1cc(C2CC(=O)N(CC(=O)NCC3CCCO3)c3ccccc3S2)cc(OC)c1OC (stereo unspecified)	6	-2	5	8	7	-4	6	-1	1
56	Cc1cccc(CSc2ncnc3nc[nH]c23)c1	3	2	5	4	-2	0	1	-8	9
57	CCOC(=O)c1oc2cc(C)cc(O)c2c(=O)c1-c1csc(C)n1	0	-2	5	1	6	-3	0	5	-1
58	NC(=O)CSCc1cccc(Br)c1	-4	3	7	0	0	-3	-1	-6	-1
59	Cc1csc(NC(=O)c2cc(C)on2)n1	2	8	0	9	x	4	11	2	8
60	Cc1cccc(C(=O)NC(=S)N2CCN(c3ccc([N+](=O)[O-])cc3)CC2)c1	-3	-2	3	4	5	2	-2	4	1
61	COc1ccc(N2Cc3cccc(C(=O)O)c3C2=O)cc1	5	16	0	8	9	2	3	22	8
62	Cc1cc(Oc2cnn(C(C)(C)C)c(=O)c2Cl)cc(C(C)C)c1	-1	8	3	10	5	-7	0	0	-1
63	O=C(O)c1ccccc1OCC1CCCO1 (stereo unspecified)	-3	-2	6	3	0	-3	0	4	0
64	CCOC(=O)C(C)On1c(-c2ccc(Cl)cc2)nc2ccc([N+](=O)[O-])cc21 (stereo unspecified)	-4	7	0	-7	-8	-1	19	31	-9
65	CCOC(=O)C1(CCOc2ccccc2)CCN(Cc2cccc(OC)c2O)CC1	-2	2	2	0	0	1	-2	-2	3
66	O=S(=O)(O)c1cccnc1SCc1ccccc1	1	-1	5	0	7	-5	3	-7	7
67	Cc1ccc(S(=O)(=O)CCC(=O)N2CCN(c3ccccc3F)CC2)cc1	5	4	6	1	2	-1	-3	2	4
68	CCC(CC)C(=O)c1c[nH]c(C(=O)NN)c1	-2	-1	-5	-10	5	-4	0	10	3
69	Cc1ccc(-c2nnn(CC(=O)N(CC3CCCO3)C(C(=O)NCC3CCCO3)c3ccc(F)cc3)n2)o1 (stereo unspecified)	-1	4	5	7	6	-2	-1	8	2
70	CCCCCC(=O)Nc1cccc(C2=NOC3(C2)C[C@H](C(N)=O)N(C(=O)c2ccccc2)C3)c1 (stereo partly specified)	-3	2	5	-7	-3	-3	3	10	-10
71	COc1cc2c(cc1OC)CN(C(=O)CCC(=O)c1ccc(F)cc1)CC2	x	7	-3	10	x	-3	x	10	x
72	CC(=O)c1cc2c(cc1NS(=O)(=O)c1cccc(C(=O)O)c1)OCO2	1	2	8	9	0	-1	-8	-1	-5
73	Cc1ccc(NC(=O)CCNC(=O)c2ccc(Cl)cc2)cc1C	-1	0	2	8	3	-2	-2	-20	2
